ASAP1 inh – inhibitors of human ASAP1 ArfGAP activity. Q9ULH1. ASAP1-stimulated ARF1 GTP hydrolysis, GDP FP detection. inhibition, % at 16.5 µM. 360,000 tested, 0.19% active. AID 624377; in the data active = inhibition above about 25%;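 also: 0% = vehicle with enzyme and substrate and 100% = no enzyme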
MBD2 inh – MBD2-methylated oligo binding inhibition; inhibition, % at 4.4 µM; 370,000 tested, 0.31% active; AID 686964; Q9UBB5; TR-FRET, MBD2 binding to methylated oligonucleotide; in the data active = inhibition above about 13%
DDE Tn7 FP inh – DD(E)-Tn7 binding inhibition, primary FP screen. inhibition, % at 8.3 µM. P02675. 370,000 tested, 0.13% active. FP displacement of FITC-Tn7 peptide from fibrin DD(E); 0% = median of compound wells per plate;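 active = inhibition above the mean of compounds falling within the control limits plus 3 SD of them, cut at about 14% in these data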;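 also: 0% = plate median of compound wells and 100% = 10 µM Aha-Tn7 peptide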
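Test system: human clot-derived fibrin DD(E) complex / Quantity: 2 µM final DD(E) protein / Incubation: 10 min plus 3 h, room temperature / Measured by: fluorescence polarization / Benchmarks: high control of 10 µM Aha-Tn7 peptide / Replicates: singlicate testing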
PLC-beta3 inh – PLC-beta3 (human) inhibition, primary screen; Q01970; Purified PLC-beta3, fluorogenic substrate, fluorescence; inhibition, % at 12.2 µM; 370,000 tested, 0.18% active; in the data active = inhibition above about 11%;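 also: 0% = median of compound wells on plate and 100% = full blocker control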
ADAM17 inh – ADAM17 inhibition, QFRET primary screen; inhibition, % at 6.95 µM; recombinant ADAM17, EDANS/DABCYL FRET peptide cleavage; P78536; AID 720648; 370,000 tested, 0.83% active;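 active = inhibition above the mean of compounds lying between control limits plus 3 SD, set per campaign, cut at about 8.5% in these data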;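 also: 0% = DMSO-only wells as the low control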
Tn6 DDE FP – inhibitors of Tn6 peptide binding to human fibrin DD(E); P02675; Fibrin DD(E) TRITC-Tn6 fluorescence polarization displacement; inhibition, % at 8.3 µM; 370,000 tested, 0.21% active;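 active = inhibition above a per-campaign cutoff: mean of compounds within control limits plus 3 SD, cut at about 15% in these data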;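 also: 0% = median of all compound wells on the plate and 100% = blocking peptide control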
PLCg1 inh – blocks human PLC-gamma1 enzyme activity | inhibition, % at 12.2 µM | purified PLC-gamma1, fluorogenic substrate, fluorescence | 370,000 tested, 0.84% active; in the data active = inhibition above about 9.5%
proKLK7 act – proKLK7 (human) activation, primary screen | AID 652039 | 370,000 tested, 0.9% active | purified proKLK7, EDANS-DABCYL substrate fluorescence; 100% is mature enzyme control, 0% vehicle | activation, % at 7 µM;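 active = activation above the mean of all tested compounds plus 3 SD, computed per campaign excluding outliers beyond control limits, cut at about 13% in these data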
Target sequence (P49862 whole entry, looked up): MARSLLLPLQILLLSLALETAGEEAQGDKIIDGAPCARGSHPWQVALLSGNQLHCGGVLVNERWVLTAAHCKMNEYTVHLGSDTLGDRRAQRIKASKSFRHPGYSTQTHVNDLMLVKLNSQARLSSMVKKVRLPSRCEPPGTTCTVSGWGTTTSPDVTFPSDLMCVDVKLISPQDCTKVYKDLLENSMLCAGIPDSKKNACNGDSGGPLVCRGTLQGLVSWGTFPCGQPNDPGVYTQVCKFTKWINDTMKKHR
UHRF1 MBD2 ctr – blocks human UHRF1 binding to methylated DNA | Q96T88 | UHRF1 binding to methylated oligo, TR-FRET | inhibition, % at 4.4 µM | 370,000 tested, 0.75% active | AID 687016; in the data active = inhibition above about 21%;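 also: UHRF1 SRA domain binding a hemimethylated CpG hairpin DNA probe; 0% = median of test compound wells and 100% = reference inhibitor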
Target sequence (Q96T88 whole entry, looked up, the tested form may be a part): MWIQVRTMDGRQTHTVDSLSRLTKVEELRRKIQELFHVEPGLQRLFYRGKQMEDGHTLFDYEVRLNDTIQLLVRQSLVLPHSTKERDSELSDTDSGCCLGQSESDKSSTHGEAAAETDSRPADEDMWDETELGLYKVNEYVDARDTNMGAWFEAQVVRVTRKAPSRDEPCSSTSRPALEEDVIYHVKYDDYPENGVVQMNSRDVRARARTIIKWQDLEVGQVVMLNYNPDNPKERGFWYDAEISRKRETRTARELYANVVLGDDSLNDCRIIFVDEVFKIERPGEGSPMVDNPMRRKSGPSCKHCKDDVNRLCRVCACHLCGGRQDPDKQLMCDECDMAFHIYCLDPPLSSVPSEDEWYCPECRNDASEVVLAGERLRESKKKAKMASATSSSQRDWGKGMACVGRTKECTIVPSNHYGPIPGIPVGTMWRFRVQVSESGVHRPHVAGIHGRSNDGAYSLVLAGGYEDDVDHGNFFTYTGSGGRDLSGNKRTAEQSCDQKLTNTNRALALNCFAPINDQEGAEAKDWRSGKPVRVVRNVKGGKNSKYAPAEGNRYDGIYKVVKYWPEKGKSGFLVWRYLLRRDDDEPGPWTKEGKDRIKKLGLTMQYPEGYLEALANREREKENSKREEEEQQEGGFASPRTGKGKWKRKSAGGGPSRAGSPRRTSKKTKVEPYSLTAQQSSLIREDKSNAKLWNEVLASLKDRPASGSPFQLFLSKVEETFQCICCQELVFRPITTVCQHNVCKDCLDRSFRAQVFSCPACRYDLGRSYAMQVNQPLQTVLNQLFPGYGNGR
ARFGAP1 inh – inhibits rat ARF GTPase activating protein 1; Q62848; AID 651572; Arfgap1-stimulated ARF1 GTP hydrolysis, GDP FP detection; inhibition, % at 16.5 µM; 360,000 tested, 0.26% active;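 active = inhibition above a per-plate limit, mean inhibition of low control wells plus 3 SD, cut at about 25% in these data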;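 also: 0% = DMSO wells with enzyme and 100% = wells lacking Arfgap1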
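material = rat Arfgap1 catalytic domain, aa 1-136 | also added = human ARF1(Δ1-17)-GTP substrate | compound dosing = one concentration, 16.5 µM, DMSO 1.26% | times = GTP hydrolysis reaction 2 h at 25 °C | measured by = FP, GDP Alexa 633 tracer displaced from anti-GDP antibody, 620/688 nm | evaluation = percent inhibition of Arfgap1-stimulated GTP hydrolysis | replication = single well per compound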
* marks the source's active call; other numbers are inactive results.

What do the screens show for `COc1cccc(NC(=O)C(C)NS(=O)(=O)c2ccc(Br)cc2)c1` (stereo not given)?
ASAP1 inh: 8; MBD2 inh: -6; DDE Tn7 FP inh: 1; PLC-beta3 inh: -4; ADAM17 inh: -4; Tn6 DDE FP: 3; PLCg1 inh: 0; proKLK7 act: -0.3; UHRF1 MBD2 ctr: -3; ARFGAP1 inh: 18

What do the screens show for `COc1ccc(CN2CCN(C(=O)c3cccc4ccccc34)CC2)cc1Br`?
ASAP1 inh: 1; MBD2 inh: 5; DDE Tn7 FP inh: 2; PLC-beta3 inh: -3; ADAM17 inh: 1; Tn6 DDE FP: -8; PLCg1 inh: 0; proKLK7 act: 0.2; UHRF1 MBD2 ctr: -1; ARFGAP1 inh: -9

How did Cc1ccc(C)c(S(=O)(=O)NC(Cc2c[nH]c3ccccc23)C(=O)O)c1 (stereo not given) do in these assays?
ASAP1 inh: 2; MBD2 inh: -8; DDE Tn7 FP inh: 3; PLC-beta3 inh: -1; ADAM17 inh: -1; Tn6 DDE FP: 5; PLCg1 inh: -2; proKLK7 act: -0.5; UHRF1 MBD2 ctr: -2; ARFGAP1 inh: -8

What do the screens show for `O=c1cc(CS(=O)(=O)c2ccccc2)nc(-c2ccncc2)[nH]1`?
ASAP1 inh: 4; MBD2 inh: 3; DDE Tn7 FP inh: -4; PLC-beta3 inh: -4; ADAM17 inh: 0; Tn6 DDE FP: 2; PLCg1 inh: 2; proKLK7 act: 0.1; UHRF1 MBD2 ctr: 0; ARFGAP1 inh: 14

What do the screens show for `CNC(=O)COc1cccc(C(=O)NCc2ccccc2)c1`?
ASAP1 inh: -2; MBD2 inh: -1; DDE Tn7 FP inh: 0; PLC-beta3 inh: 3; ADAM17 inh: -7; Tn6 DDE FP: -1; PLCg1 inh: 0; proKLK7 act: -0.4; UHRF1 MBD2 ctr: -1; ARFGAP1 inh: 5

Results for COc1ccc(NC(=O)C2(C)CCCN(C(C)=O)C2)cc1F (stereo not given) ?
ASAP1 inh: -7; MBD2 inh: 0; DDE Tn7 FP inh: 4; PLC-beta3 inh: 3; ADAM17 inh: -1; Tn6 DDE FP: -3; PLCg1 inh: 0; proKLK7 act: -0.5; UHRF1 MBD2 ctr: 0; ARFGAP1 inh: 1

How did O=C(/C=C/c1cccc(Cl)c1)Nc1ncccn1 do in these assays?
ASAP1 inh: 5; MBD2 inh: 2; DDE Tn7 FP inh: 3; PLC-beta3 inh: 2; ADAM17 inh: 0; Tn6 DDE FP: 1; PLCg1 inh: 1; proKLK7 act: -0.6; UHRF1 MBD2 ctr: 1; ARFGAP1 inh: 7

Results for NC(=O)c1c(-c2ccccc2)oc2ccc(O)cc12 ?
ASAP1 inh: 3; MBD2 inh: 2; DDE Tn7 FP inh: -6; PLC-beta3 inh: -11; ADAM17 inh: 1; Tn6 DDE FP: 1; PLCg1 inh: -6; proKLK7 act: 0.3; UHRF1 MBD2 ctr: -2; ARFGAP1 inh: 4

What do the screens show for `C=C(C)[C@@H]1CC=C(CN2CCN(Cc3ccccc3)CC2)CC1`?
ASAP1 inh: 0; MBD2 inh: 2; DDE Tn7 FP inh: 5; PLC-beta3 inh: -1; ADAM17 inh: -5; Tn6 DDE FP: -10; PLCg1 inh: 6; proKLK7 act: 0.3; UHRF1 MBD2 ctr: 1; ARFGAP1 inh: -13

Results for COc1cccc(CN2CCN(CCCc3ccccc3)C(CCO)C2)c1O (stereo not given) ?
ASAP1 inh: -3; MBD2 inh: 3; DDE Tn7 FP inh: 5; PLC-beta3 inh: -5; ADAM17 inh: -2; Tn6 DDE FP: 9; PLCg1 inh: -1; proKLK7 act: -1.1; UHRF1 MBD2 ctr: -3; ARFGAP1 inh: 2

What do the screens show for `O=C(Cn1cnc2ccccc2c1=O)c1c[nH]c2ccccc12`?
ASAP1 inh: 5; MBD2 inh: -8; DDE Tn7 FP inh: -2; PLC-beta3 inh: -4; ADAM17 inh: -3; Tn6 DDE FP: -7; PLCg1 inh: -5; proKLK7 act: -0.2; UHRF1 MBD2 ctr: 0; ARFGAP1 inh: 16

Results for CCOc1ccc(CCNC(=O)CCc2nnc3ccc(N4CCOCC4)nn23)cc1 ?
ASAP1 inh: 13; MBD2 inh: -6; DDE Tn7 FP inh: 5; PLC-beta3 inh: 1; ADAM17 inh: 0; Tn6 DDE FP: 3; PLCg1 inh: 3; proKLK7 act: 0.5; UHRF1 MBD2 ctr: 5; ARFGAP1 inh: 5

Results for CC(C)(C)NC(=O)CSc1nc2ccc(NC(=O)CSc3nnc(N)s3)cc2s1 ?
ASAP1 inh: 5; MBD2 inh: -6; DDE Tn7 FP inh: -16; PLC-beta3 inh: 6; ADAM17 inh: 4; Tn6 DDE FP: -9; PLCg1 inh: 8; proKLK7 act: -0.1; UHRF1 MBD2 ctr: 0; ARFGAP1 inh: 10

What do the screens show for `Cc1ccc(C)c(NC(=O)CN(C)C(=O)c2cc3ccccc3o2)c1`?
ASAP1 inh: -3; MBD2 inh: 5; DDE Tn7 FP inh: 10; PLC-beta3 inh: -7; ADAM17 inh: -8; Tn6 DDE FP: -2; PLCg1 inh: -1; proKLK7 act: 0.5; UHRF1 MBD2 ctr: 4; ARFGAP1 inh: 2

What do the screens show for `O=[N+]([O-])c1ccc2ccn(C3OCC(O)C(O)C3O)c2c1` (stereo not given)?
ASAP1 inh: 4; MBD2 inh: 1; DDE Tn7 FP inh: 7; PLC-beta3 inh: -4; ADAM17 inh: 0; Tn6 DDE FP: 6; PLCg1 inh: 1; proKLK7 act: 0.0; UHRF1 MBD2 ctr: 0; ARFGAP1 inh: -8

What do the screens show for `CC1(c2ccc(Cl)cc2Cl)NC(=O)N(CC(=O)N2CCN(C(=O)c3ccco3)CC2)C1=O` (stereo not given)?
ASAP1 inh: -11; MBD2 inh: 3; DDE Tn7 FP inh: 5; PLC-beta3 inh: -8; ADAM17 inh: -1; Tn6 DDE FP: 5; PLCg1 inh: 3; proKLK7 act: -0.8; UHRF1 MBD2 ctr: 0; ARFGAP1 inh: 6

How did Cc1ccc(S(=O)(=O)Nc2cccc(C(=O)NCC(c3ccccc3)N(C)C)c2)cc1F (stereo not given) do in these assays?
ASAP1 inh: -7; MBD2 inh: -2; DDE Tn7 FP inh: -3; PLC-beta3 inh: -1; ADAM17 inh: -2; Tn6 DDE FP: -3; PLCg1 inh: 0; proKLK7 act: 0.4; UHRF1 MBD2 ctr: -2; ARFGAP1 inh: -10

How did COc1ccc(CNc2nc3c(c(=O)n(Cc4ccc(Cl)cc4)c(=O)n3C)n2C)cc1 do in these assays?
ASAP1 inh: 12; MBD2 inh: 1; DDE Tn7 FP inh: 0; PLC-beta3 inh: 3; ADAM17 inh: -6; Tn6 DDE FP: -3; PLCg1 inh: 10*; proKLK7 act: -0.5; UHRF1 MBD2 ctr: 9; ARFGAP1 inh: 23

What do the screens show for `COc1ccccc1C(CNC(=O)c1cccc(S(=O)(=O)Nc2ccc(F)cc2)c1)N1CCCC1` (stereo not given)?
ASAP1 inh: -2; MBD2 inh: 0; DDE Tn7 FP inh: 3; PLC-beta3 inh: -11; ADAM17 inh: -1; Tn6 DDE FP: 2; PLCg1 inh: -6; proKLK7 act: -0.2; UHRF1 MBD2 ctr: 0; ARFGAP1 inh: -11

How did Cc1cccc(N2CCN(C(=O)CSc3nnnn3C3CC3)CC2)c1C do in these assays?
ASAP1 inh: -8; MBD2 inh: 0; DDE Tn7 FP inh: 4; PLC-beta3 inh: 3; ADAM17 inh: 2; Tn6 DDE FP: 2; PLCg1 inh: 1; proKLK7 act: -1.0; UHRF1 MBD2 ctr: 1; ARFGAP1 inh: 11

How did O=[N+]([O-])c1ccccc1S(=O)(=O)N1CCCCC1 do in these assays?
ASAP1 inh: 1; MBD2 inh: -6; DDE Tn7 FP inh: -3; PLC-beta3 inh: 3; ADAM17 inh: -1; Tn6 DDE FP: 1; PLCg1 inh: 1; proKLK7 act: 0.2; UHRF1 MBD2 ctr: 2; ARFGAP1 inh: 14

What do the screens show for `Cc1ccc(Cn2c(SCC(=O)N3CC(=O)Nc4ccccc43)nc3ccccc3c2=O)cc1`?
ASAP1 inh: 10; MBD2 inh: 0; DDE Tn7 FP inh: 3; PLC-beta3 inh: -1; ADAM17 inh: 8.9*; Tn6 DDE FP: -6; PLCg1 inh: -4; proKLK7 act: -0.8; UHRF1 MBD2 ctr: 1; ARFGAP1 inh: 13

Results for Cc1c(Cl)cnc(NC(=O)COC(=O)c2nn(C)c(=O)c3ccccc23)c1Cl ?
ASAP1 inh: 10; MBD2 inh: -2; DDE Tn7 FP inh: -5; PLC-beta3 inh: -1; ADAM17 inh: 1; Tn6 DDE FP: -4; PLCg1 inh: -1; proKLK7 act: -0.6; UHRF1 MBD2 ctr: -4; ARFGAP1 inh: 11

How did COCCCNC(=O)c1cc2cc([N+](=O)[O-])cc(OC)c2oc1=O do in these assays?
ASAP1 inh: -3; MBD2 inh: 0; DDE Tn7 FP inh: 7; PLC-beta3 inh: -2; ADAM17 inh: 0; Tn6 DDE FP: 2; PLCg1 inh: -2; proKLK7 act: -0.7; UHRF1 MBD2 ctr: -1; ARFGAP1 inh: 6

Results for CCOc1ccc(S(=O)(=O)N2CCCCC2)cc1NC(=O)CN1C(=O)NC(C)(C2CC2)C1=O (stereo not given) ?
ASAP1 inh: -5; MBD2 inh: -5; DDE Tn7 FP inh: -6; PLC-beta3 inh: -1; ADAM17 inh: 1; Tn6 DDE FP: -4; PLCg1 inh: -1; proKLK7 act: 0.9; UHRF1 MBD2 ctr: -1; ARFGAP1 inh: -1

What do the screens show for `CN(C)c1nc(NCc2ccccc2)nc(N/N=C/c2ccc(Cl)cc2Cl)n1`?
ASAP1 inh: -2; MBD2 inh: 0; DDE Tn7 FP inh: 2; PLC-beta3 inh: -4; ADAM17 inh: -7; Tn6 DDE FP: 1; PLCg1 inh: -4; proKLK7 act: -0.1; UHRF1 MBD2 ctr: 1; ARFGAP1 inh: 3

How did CCOc1ccc(CCNC(=O)COC(=O)CNS(=O)(=O)c2ccc(C)cc2)cc1OCC do in these assays?
ASAP1 inh: -4; MBD2 inh: -2; DDE Tn7 FP inh: -2; PLC-beta3 inh: -6; ADAM17 inh: 1; Tn6 DDE FP: -2; PLCg1 inh: -2; proKLK7 act: 0.0; UHRF1 MBD2 ctr: -1; ARFGAP1 inh: 2
